# Screening data: PubChem BioAssay, National Center for Advancing Translational Sciences (NCATS)
# D2 agonist = D2 dopamine receptor (human) agonism. HEK293 T-REx D2 cells, calcium flux agonist mode. activation, % at 2 µM. actives 0.53% (n = 340,000);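 active = activation over 3 SD above normal in the single-dose calcium agonist read, cut at about 30% in these data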; also: 0% is about no effect
# Target sequence (P14416 whole entry, looked up): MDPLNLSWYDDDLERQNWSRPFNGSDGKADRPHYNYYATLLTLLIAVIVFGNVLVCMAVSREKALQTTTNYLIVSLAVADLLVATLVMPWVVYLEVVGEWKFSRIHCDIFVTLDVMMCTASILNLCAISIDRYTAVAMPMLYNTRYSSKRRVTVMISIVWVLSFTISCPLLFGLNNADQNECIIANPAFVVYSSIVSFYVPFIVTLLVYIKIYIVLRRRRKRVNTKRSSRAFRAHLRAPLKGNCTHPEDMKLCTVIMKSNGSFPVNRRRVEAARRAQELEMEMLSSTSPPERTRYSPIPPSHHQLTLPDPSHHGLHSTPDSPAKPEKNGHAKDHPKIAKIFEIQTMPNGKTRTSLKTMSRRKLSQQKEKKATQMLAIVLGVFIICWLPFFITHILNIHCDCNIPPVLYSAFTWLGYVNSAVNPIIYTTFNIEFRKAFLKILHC
#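 Tetracycline-induced HEK293 Trex cells with D2 receptor force-coupled to calcium signaling, plated overnight at 30 C and loaded with no-wash calcium dye. Calcium flux read kinetically for 180 s after compound addition; responses flag agonists.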
# TRHR enhancer = allosterically enhances the human TRH receptor. actives 0.66% (n = 360,000). enhancement, % at 2 µM. P34981. TRHR cells, fluo-8 calcium fluorescence, EC20 TRH enhancement. AID 493056; in the data active = enhancement above about 30%; also: 0% is about no effect
#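 Enhancer read-out: after compound pinning and an initial kinetic agonist-mode read, an EC20 of TRH (10 nM final) was injected and fluo-8 calcium signal (Ex 480/Em 530) followed at 1 s/cycle for 100 cycles in TRHR-expressing cells.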
# D1 potentiator = human D1 dopamine receptor positive modulation; P21728; HEK293 TREx D1 cells, calcium flux, dopamine EC20 potentiation; potentiation, % at 10 µM; actives 0.036% (n = 360,000); AID 504651; in the data active = potentiation above about 30%; also: 0% is about no effect
# Target sequence (P21728 whole entry, looked up): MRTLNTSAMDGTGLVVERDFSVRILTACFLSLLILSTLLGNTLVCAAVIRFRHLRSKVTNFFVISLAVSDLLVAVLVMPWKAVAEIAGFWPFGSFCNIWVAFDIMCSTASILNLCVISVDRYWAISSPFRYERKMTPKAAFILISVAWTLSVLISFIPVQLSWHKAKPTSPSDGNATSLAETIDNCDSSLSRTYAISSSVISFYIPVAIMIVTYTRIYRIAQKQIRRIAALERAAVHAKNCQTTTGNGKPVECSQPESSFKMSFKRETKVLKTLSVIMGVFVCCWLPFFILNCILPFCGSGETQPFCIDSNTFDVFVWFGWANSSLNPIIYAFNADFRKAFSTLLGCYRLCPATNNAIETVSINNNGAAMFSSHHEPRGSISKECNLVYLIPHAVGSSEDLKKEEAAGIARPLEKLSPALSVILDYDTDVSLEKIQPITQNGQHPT
# RXFP1 antagonist = RXFP1 (human) relaxin receptor antagonism; actives 0.59% (n = 350,000); activity change, negative = inhibition, % at 57.5 µM; Q9HBX9; HEK293-RXFP1, relaxin-stimulated cAMP HTRF, 30 min; stronger effect = lower value;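 active = activity change of -60% or lower, but not beyond a set lower limit; inconclusive = change between -60% and -40%, or beyond the set limit; inactive = change above -40%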; also: % is scaled to controls: 0 for no effect and ±100 for the full control effect
# D1 ag = activates the human D1 dopamine receptor; HEK293 T-REx D1 cells, calcium flux, agonist mode; actives 1% (n = 360,000); activation, % at 2 µM; P21728; also: 0% is about no effect
#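 Tetracycline-induced HEK293 TREx D1 cells, force-coupled to calcium signalling, were dye-loaded with a no-wash calcium kit. Compound was pin-added after a 10 s baseline. Fluorescence was read kinetically at 1 cycle/s for 180 s, with calcium rises flagged as agonism.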
# TRHR ag = agonists of human TRH receptor | activation, % at 2 µM | actives 0.18% (n = 360,000) | TRHR cells, calcium flux fluo-8, FDSS agonist mode | P34981; also: 0% is about no effect
#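 In this calcium-flux screen, cells bearing human TRHR are dye-loaded with fluo-8, baselined for 10 cycles, then exposed to library compounds; positive kinetic calcium responses during the agonist phase mark hits, with TRH as control.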
# D1 antag = human D1 dopamine receptor antagonism. HEK293 TREx D1 cells, calcium flux, dopamine EC80; stronger effect = lower value. actives 3.2% (n = 360,000). P21728. activity change, negative = inhibition, % at 10 µM; in the data active = activity change below about -30%; also: % is scaled to controls: 0 for no effect and ±100 for the full control effect
#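 Compound effects on dopamine-evoked calcium signalling were measured in tetracycline-induced HEK293 Trex D1 cells. Dopamine at EC80 followed a 180 s compound pre-read, and fluorescence was tracked kinetically for 180 s more.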
# D2 potentiator = positive allosteric modulators of human D2 dopamine receptor. HEK293 T-REx D2, calcium flux, EC20 dopamine potentiation. potentiation, % at 10 µM. actives 0.34% (n = 340,000);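 active = potentiation over 3 SD above the plate norm, cut at about 30% in these data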; also: 0% is about no effect
#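 Primary screen. Calcium kinetics in induced HEK293 T-REx D2 cells: compound pre-addition 180 s, EC20 dopamine, 180 s more.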
# D2 antag = antagonists of human D2 dopamine receptor; P14416; HEK293 TREx D2 cells, calcium flux, dopamine EC80; inhibition, % at 10 µM; actives 2% (n = 340,000); AID 485344; in the data active = inhibition above about 30%; also: 0% is about no effect
#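 Tetracycline-induced HEK293 TREx cells expressing D2 receptor forced-coupled to calcium signalling, loaded with no-wash calcium dye. Compounds added and calcium flux read 180 s, then dopamine added at EC80 and read a further 180 s.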
# The depositor's hits bear a star; ? = inconclusive; · = no result given; & = joins results of further samples. Rule as the data show it, unless noted: active = activation above about 30%; inactive = the rest.
SMILES,D2 agonist,TRHR enhancer,D1 potentiator,RXFP1 antagonist,D1 ag,TRHR ag,D1 antag,D2 potentiator,D2 antag
C/C(=N\NC(=O)c1cccc(O)c1)c1ccc(NC(=O)Cc2ccccc2)cc1,-0.5,8,-5,-21,1,-0.5,-8,9,-4
CC1CCN(Cc2cc(=O)oc3ccc4ccccc4c23)CC1,-1.5,3,7,?,4,0.2,2,0,1
CCN(CC(=O)Nc1c(F)cccc1F)C(=O)C1Cc2ccccc2CN1S(=O)(=O)CC (configuration not stated),-0.7,-1,8,2,2,-0.5,-9,-5,0
CC(OC(=O)C1CCN(S(=O)(=O)c2ccc(Cl)cc2)CC1)C(=O)NC1CCCCC1C (configuration not stated),-0.2,-10,-9,-15,9,-1.6,-2,10,-1
Cc1ccnc2nc(C(=O)NCCc3ccc(F)cc3)nn12,0.0,24,-9,-15,2,-0.2,-5,17,-44
COc1ccc(NC2CCCN(C(=O)CCc3ccncc3)C2)cc1OC (configuration not stated),-0.9,-6,-6,-7,5,0.1,10,5,3
Cc1cc(C)c(Cn2c(C)c(CNCc3ccccc3C)c(C(=O)O)c2C)c(C)c1,-1.1,4,-1,-19,0,0.2,1,6,·
Clc1ccc(CNC23CN4CN(CN(C4)C2)C3)c(Cl)c1,1.9,-2,-3,22,3,0.2,7,5,11
CN1CCN(C(=O)CN(c2ccccc2)S(=O)(=O)N(C)C)CC1,0.3,3,-8,13,1,-0.3,·,-6,21
COCc1nnc(NC(=O)c2ccc(S(=O)(=O)N(CC(C)C)CC(C)C)cc2)o1,-0.7,-1,-4,-11,1,-0.7,5,7,-6
COc1ccc(-c2n[nH]c(C)c2-c2ccccc2OC)c(O)c1,-1.2,5,-1,0,3,-0.4,-15,5,-22
O=C(O)C=C(Br)Br,0.1,-6,-4,·,2,-1.0,-2,-9,-4
CCOC(=O)/C(=C\c1cccnc1)C(=O)c1cc(C(C)=O)c(Nc2ccccc2)s1,0.3,1,-6,·,2,0.1,-11,0,-7
O=[N+]([O-])c1cccc(-c2ccc3nnc(SCc4ccccn4)n3n2)c1,-0.1,1,-4,7,0,-0.2,7,3,-2
Cc1ccc(C2CCN(C(=O)c3cnn(-c4ccc(C)c(C)c4)c3C3CCN(C(=O)OC(C)(C)C)CC3)C2)cc1 (configuration not stated),-0.1,10,-6,0,-1,-0.3,3,-5,·
COc1cc(/C=N/N=C(/N)c2nonc2N)cc(Br)c1OCc1cccc(C)c1,1.2,-2,-2,-25,8,0.9,-10,-1,5
CCCOc1ccc(/C(O)=C2/C(=O)C(=O)N(CCN(CC)CC)C2c2ccncc2)cc1 (configuration not stated),-2.0,2,-9,·,0,0.8,-5,6,4
COc1ccccc1Oc1ccccc1C(=O)O,0.4,-1,1,2,2,-0.3,2,-12,-9
COc1ccc(C(=O)N/C(=C\c2ccc3c(c2)OCO3)C(=O)NCCc2nc3ccccc3[nH]2)cc1,1.5,-13,0,7,2,0.2,-2,23,-1
CN(c1ccccc1)S(=O)(=O)c1cccc(C(=O)N2CCN(c3ccccn3)CC2)c1,-2.3,0,-4,-12,5,0.1,-17,0,-8
COc1ccccc1NC(=O)NCCCN1CCN(c2ccc(F)cc2)CC1,6.0,6,-6,·,4,-0.4,-15,·,·
CCCc1ccc(-c2c(C)sc(N)c2C#N)cc1,0.0,7,-4,-11,5,-0.7,3,-2,-8
Cc1ccc(-n2ncc3c(NC4CCCC4)ncnc32)cc1,0.1,0,1,-10,-5,1.1,5,-1,·
C=CCNC(=O)C1CCC(CNc2nc(=S)[nH]c3ccccc23)CC1 (configuration not stated),0.6,1,-4,10,1,0.1,23,-3,-27
COc1ccc(-c2cc(C#N)nc(N3CCN(c4ccccc4)CC3)n2)cc1,0.4,-3,-2,-7,3,0.7,-11,-4,-17
CCC(=O)c1cn(CC(=O)Nc2cccc(OC)c2)c2ccccc12,-0.9,14,-1,10,3,0.3,4,0,4
C#CCNC(=O)C1=C[C@@H](C2CCCCC2)C[C@@H](OCc2ccc(CO)cc2)O1,0.0,4,-5,·,0,0.1,-13,-5,-11
Cc1ccc(-n2nc3c(=O)n(CCCC(=O)NCCc4ccccc4)nc(C)c3c2C)cc1,-0.9&-2.3,-4&2,1&-1,-18&-1,4&5,0.0&-0.6,4&-8,3&10,24
COc1ccc(S(=O)(=O)NC(C)C(=O)NCc2cccnc2)cc1OC (configuration not stated),0.5,7,-11,-7,0,1.0,-3,3,-21
CCC(C)Nc1ncnc2c1cnn2-c1ccc(F)cc1 (configuration not stated),-0.3,-3,-1,-19,-2,-0.1,5,5,·

# At a glance, some entries already given:
SMILES,D2 agonist,TRHR enhancer,D1 potentiator,RXFP1 antagonist,D1 ag,TRHR ag,D1 antag,D2 potentiator,D2 antag
COc1ccccc1NC(=O)NCCCN1CCN(c2ccc(F)cc2)CC1,6.0,6,-6,·,4,-0.4,-15,·,·
CCCc1ccc(-c2c(C)sc(N)c2C#N)cc1,0.0,7,-4,-11,5,-0.7,3,-2,-8

# Following part:
SMILES,D2 agonist,TRHR enhancer,D1 potentiator,RXFP1 antagonist,D1 ag,TRHR ag,D1 antag,D2 potentiator,D2 antag
COc1cc(S(=O)(=O)N(C)Cc2ccc3c(c2)OCCO3)ccc1NC(C)=O,0.1,3,-3,-1,2,0.6,-7,-13,-3
CCn1nc(C)cc1Nc1ccccc1,-0.1,-3,-6,-10,2,-0.6,-3,6,-2
COCCCn1[nH]c2c3c(ccc2c1=O)C(=O)c1ccccc1C3=O,-0.3,-4,3,-11,0,0.1,-4,-2,-15
COc1ccc(NS(=O)(=O)c2ccc(C)c(C(=O)N(C)Cc3ccc(C)cc3)c2)cc1,·,-7,0,22,13,-0.3,-27,-8,·
Cc1cc2nc(-c3ccc(SCC(=O)NC(C)C)nc3)[nH]c2cc1C,1.4,-1,7,·,3,-0.1,8,4,17
COc1ccccc1OCCNC(=O)c1ccc(C)c(S(=O)(=O)N2CCOCC2)c1,0.2,13,-7,-17,30*,-0.1,-6,-8,-14
O=C1COc2ccc(S(=O)(=O)N3CCN(c4cccc(C(F)(F)F)c4)CC3)cc2N1,0.5,3,6,-23,4,0.6,-2,9,-3
COc1ccc(C(=O)N/N=C/c2ccc(OC)c(CN3CCCc4ccccc43)c2)cc1,-0.9,-1,-9,-34,5,-1.3,-1,9,-20
COCCNC(=S)N(CCc1c(C)[nH]c2ccc(F)cc12)Cc1cccnc1,0.3,9,-3,3,8,-1.7,-1,-2,-7
CC(C)(C#CCN1CCCCC1)OCCOC(c1ccccc1)c1ccccc1,-1.5,8,-12,?,9,-0.6,-17,0,-14
Cn1cccc1P(=O)(c1cccn1C)c1cccn1C,-0.3,-6,3,-15,2,-0.2,-6,-8,24
O=C(Cn1nnc2ccccc21)Nc1ccccc1[N+](=O)[O-],0.1,5,4,-15,2,0.3,-5,-2,4
O=C(Nc1ccc(N2CCOCC2)c(Cl)c1)C1CCCCC1,-2.6,-3,-8,-15,4,0.9,-20,0,-5
CS(=O)(=O)Nc1ccc(C2=NN(S(=O)(=O)c3ccc(F)cc3)C(c3ccco3)C2)cc1 (configuration not stated),0.2,-1,3,-3,5,0.5,2,-22,-16
NC(=O)CSc1nc(N)c2c3c(sc2n1)CCCCC3,·,16,-7,-1,3,-0.3,-5,·,·

# Some entries already given with just TRHR enhancer.
canonical_smiles,TRHR enhancer
COc1ccc(C(=O)N/N=C/c2ccc(OC)c(CN3CCCc4ccccc43)c2)cc1,-1
O=C(Cn1nnc2ccccc21)Nc1ccccc1[N+](=O)[O-],5
NC(=O)CSc1nc(N)c2c3c(sc2n1)CCCCC3,16
Cc1cc2nc(-c3ccc(SCC(=O)NC(C)C)nc3)[nH]c2cc1C,-1
O=C1COc2ccc(S(=O)(=O)N3CCN(c4cccc(C(F)(F)F)c4)CC3)cc2N1,3

# Remaining list, next part:
SMILES,D2 agonist,TRHR enhancer,D1 potentiator,RXFP1 antagonist,D1 ag,TRHR ag,D1 antag,D2 potentiator,D2 antag
c1ccc(Nc2nnc(-c3cccnc3)s2)cc1,-1.1,5,0,-8,1,-1.0,-16,7,-15
C/C(=N/NC(=O)c1sc(NS(=O)(=O)c2ccccc2)nc1C)c1ccc(F)cc1,0.7,3,1,-11,-1,0.0,7,-3,-19
Cc1ccc(C2CC(=O)N(Cc3ccccc3F)c3c2c(C)nn3-c2nc(C)cc(C)n2)cc1 (configuration not stated),1.2,-2,0,-3,0,0.3,0,-14,·
O=C(/C=C/c1ccc([N+](=O)[O-])cc1)c1cccs1,1.0,-6,2,14,1,0.6,0,1,5
COc1ccccc1-n1c(SC)nc2c(sc(=S)n2-c2ccccc2)c1=O,-0.8,-7,0,-4,-1,0.6,9,2,20
CCCc1nc(NC2CCCCC2)c(C#N)c2c1COC(C)(C)C2,0.4,-4,-5,-14,0,1.3,19,5,2
CCc1cc(C(=O)N(C)CC(=O)Nc2c(Cl)cccc2Cl)sc1C,-1.5,-7,·,2,9,-0.1,-9,-8,-43
CC1CCN(CC(=O)Nc2sc3c(c2C#N)CCC3)CC1,3.0,9,2,0,1,0.4,14,-3,-9
CN(CCCN1CCOCC1)C(=O)c1cc(COc2c(F)cccc2F)on1,1.2,0,-1,2,4,0.2,-16,6,7
COc1ccc(N2CC(C(=O)N3CCOCC3)CC2=O)cc1 (configuration not stated),1.0,-5,6,-9,0,0.1,4,0,5
COc1ccc(/C=N/Nc2nc(Nc3ccccc3)nc(N3CCCC3)n2)cc1,-0.6,-1,-1,-13,2,-0.6,5,-4,4
COc1ccc(Nc2nc(-c3ccccc3O)nc3ccccc23)cc1,-2.8,-9,0,4,3,-0.2,-12,-15,-13
Cc1cc(/C=C(\C#N)C(=O)NCc2ccccc2)cc(C)c1O,-1.5,1,-6,-16,6,2.7,3,-20,9
CC(C)c1onc(C(=O)N2CCN(c3ccccc3)CC2)c1[N+](=O)[O-],0.6,0,17,-4,1,0.2,4,1,-1
CCOC(=O)c1nn(-c2ccc(OCC)cc2)c2nc(-c3ccco3)c(C#N)c(=O)n12,-1.0,5,-21,-6,4,-0.4,-14,-9,9
CCCCn1cnc2cc(NCc3ccncc3)ccc21,0.5,-7,0,-2,4,0.8,0,6,0
Cc1ccc(NCc2nnc(SCC(N)=O)n2CCc2ccccc2)cc1,-0.1,-1,-2,·,2,-1.5,15,·,23
Cc1ccc(NC(=S)NCc2cccnc2)cc1,0.4,18,6,-16,0,0.3,1,7,-24
C=CCNC(=O)c1c(CSc2ccccc2)noc1C(=O)NCc1ccccc1,·,-4,-4,·,23,1.7,-11,·,·
CCCSC1=NC2(CCN(C(=O)NC3CCCCC3)CC2)N=C1c1ccc(Cl)cc1,-0.9,13,-6,-7,0,-0.1,10,3,·
O=C(c1ccc(N2CCCC2=O)cc1)N1CCN(c2ccc(Cl)cc2)CC1,0.2,14,-8,3,4,-0.4,6,2,3
COCCCNC(=S)N(CCCO)Cc1cc2cc3c(cc2[nH]c1=O)OCO3,-1.9,-6,2,-7,3,0.0,10,0,-4
Cc1ccc2oc(=O)n(CC(=O)O)c2c1,0.7,15,·,·,3,1.7,0,-4,-16
CCc1ccc(N2NC(=O)/C(=C/C=C/c3ccco3)C2=O)cc1,-1.3,2,-9,-2,1,-1.5,9,-1,-10
N/C(=N\OC(=O)COc1ccc(Cl)cc1Br)c1cccnc1,2.1,-6,5,-4,1,-0.2,-3,·,-4
